# Compound activity as filed in PubChem BioAssay.
# CXXC DNA block – qHTS Fluorescence Polarization Assay for Inhibitors of MLL CXXC domain - DNA interaction; Histone-lysine N-methyltransferase 2A (Homo sapiens), Q03164; MLL-CXXC / FITC-HOXA9 DNA fluorescence polarization; Potency, µM (doses to about 115 µM), for the others: at the highest dose activity change, negative = inhibition, usual class: inhibitors; hit rate 0.037% among 290,000; AID 2662, 2010; active = well fitted inhibition curve with a large enough effect in the polarisation, with a control signal flat, not every such curve was filed as active; inconclusive = small, poorly fitted or top-dose-only effect, or effect the other way, or a change in a side signal; inactive = no such curve, though single readings can be large or run the other way; the % refers to the polarisation; also: potency is read from the fitted curve at half-maximal effect
#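 Fluorescence polarization: 7 uM MLL-CXXC (stock) preincubated 5 min with compounds, then 50 nM fluorescein-HOX-A9 DNA (stock) added; 30 min ambient. Buffer 50 mM Tris-HCl pH 7.5, 50 mM NaCl, 1 mM DTT, 0.05% BSA.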
# Chronic BCR inh – qHTS Assay to Find Inhibitors of Chronic Active B-Cell Receptor Signaling | ABC-DLBCL IkBa-CBG/CBR reporter, luminescence ratio, 4 h | Potency, µM (highest dose often 46.1 µM), without a hit: at the top dose ratio change, negative = lower green/red ratio, actives largely listed as inhibitors | hit rate 0.05% among 340,000 | AID 493014, 2011; active = well fitted inhibition curve with a large enough effect in the signal ratio, with a control signal flat, not every such curve was filed as active; inconclusive = small, poorly fitted or top-dose-only effect, or effect the other way, or a change in a side signal; the % refers to the signal ratio;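 also: potency is read from the fitted curve at half-maximal effect; plate controls were basal doxycycline-induced cells for no effect and cells given 10 µM MG132 for full effect; MG132 reads +100%, hits lower the ratio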
#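 Compounds up to 46 uM were incubated four hours with TMD8 cells whose green CBG68 luciferase is fused to IkappaBalpha; red CBR luminescence normalised the signal, and concentration-effect curves were fitted to fusion, red and ratio data.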
# Tb PFK block – qHTS Assay to Find Inhibitors of T. brucei phosphofructokinase. T. brucei PFK, ADP-Glo luminescence. hit rate 0.17% among 330,000. AID 485367, 2010. ATP-dependent 6-phosphofructokinase (Trypanosoma brucei brucei), O15648. Potency, µM (doses to about 57.5 µM), inactives show at the top dose activity, negative = inhibition, actives largely listed as inhibitors;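 also: potency is read from the fitted curve at half-maximal effect; 0% = uninhibited 1x PFK enzyme wells and -100% = no-enzyme wells; nearly all actives have a fitted effect of over 60% in size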
# Target sequence (O15648 whole entry, looked up): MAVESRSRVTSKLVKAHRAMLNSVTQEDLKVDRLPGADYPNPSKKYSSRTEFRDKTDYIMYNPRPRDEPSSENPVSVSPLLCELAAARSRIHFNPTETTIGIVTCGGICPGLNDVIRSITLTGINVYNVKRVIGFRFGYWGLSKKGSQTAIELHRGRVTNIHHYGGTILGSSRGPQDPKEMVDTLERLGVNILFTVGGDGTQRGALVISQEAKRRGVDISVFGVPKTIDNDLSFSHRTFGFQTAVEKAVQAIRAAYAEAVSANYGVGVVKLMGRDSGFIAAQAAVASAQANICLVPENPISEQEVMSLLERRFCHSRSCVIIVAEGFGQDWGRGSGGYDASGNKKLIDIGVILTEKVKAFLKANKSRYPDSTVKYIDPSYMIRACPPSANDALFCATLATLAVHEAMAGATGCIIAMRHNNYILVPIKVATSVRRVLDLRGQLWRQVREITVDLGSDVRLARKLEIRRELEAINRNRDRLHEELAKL
#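 In TEA buffer at pH 8.0 with 5 mM MgCl2, enzyme (1.25 nM) converted F6P (0.5 mM) and ATP (0.1 mM) for 45 min at room temperature. ADP product was read by luciferase luminescence.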
# A-T KAP1 phos – qHTS Assay for Identifying a Potential Treatment of Ataxia-Telangiectasia | […] A-T fibroblasts, KAP-1 phosphorylation AlphaLISA; neocarzinostatin DNA damage 30 min before lysis | Potency, µM (titrated, usually from 57.5 µM), for the others: top-dose activation, most hits filed as activators | hit rate 0.19% among 320,000 | AID 485349, 2010; also: potency is read from the fitted curve at half-maximal effect; % of control where 0% means no effect; nearly all actives have a fitted effect of over 45% in size
#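 hTERT-immortalized A-T patient fibroblasts ([…]), 500 cells/well in OPTI-MEM, 1% FBS, got compounds for 60 min, then NCS for 30 min at 37C. Lysates were then assayed for phospho-KAP-1 by AlphaLISA (anti-pKAP1 donor, anti-KAP1 acceptor beads), 6 hr at 25C.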
# Giardia kill – Small Molecules that selectively kill Giardia lamblia: qHTS. Giardia lamblia trophozoite viability. AID 540267, 2011. hit rate 0.15% among 340,000. activity change, % at 7.66 µM, hits read low; in the data active = activity change below about -80%; inconclusive = between about -30% and that limit;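 also: parasites exposed to compound for two days anaerobically before the ATP read; % is scaled to controls: 0 for no effect and ±100 for the full control effect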
#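 Media and compound were dispensed first, then trophozoites at 100 cells/well; plates sat 48 hrs at 37 deg C without oxygen before ATP luminescence reagent was added and read after 15-30 min at room temperature.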
# TCR act – Activators of T cell receptors: qHTS campaign. primary human leukocytes, anti-CD3, IL-2 HTRF, 48 h. Potency, µM (doses to about 9.22 µM), without a hit: top-dose activation of IL-2 secretion, actives largely listed as activators. 330,000 tested, under 10 active; also: % of control where 0% means no effect
#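 Compounds are tested in HTS on primary human leukocytes co-incubated with a-CD3 beads for 48 hr. IL-2 output is measured by time-resolved FRET.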
# GALK inhibitor – qHTS Assay for Inhibitors of Human Galactokinase (GALK) | hit rate 0.007% among 270,000 | Purified GALK, Kinase-Glo residual ATP luminescence | Potency, µM (titrated, usually from 57.5 µM), for inactives: at the top dose activity change, negative = inhibition, hits mostly inhibitors | AID 1868, 2009; also: potency is read from the fitted curve at half-maximal effect; % is scaled to controls: 0 for no effect and ±100 for the full control effect
# Target sequence (P51570 whole entry, looked up): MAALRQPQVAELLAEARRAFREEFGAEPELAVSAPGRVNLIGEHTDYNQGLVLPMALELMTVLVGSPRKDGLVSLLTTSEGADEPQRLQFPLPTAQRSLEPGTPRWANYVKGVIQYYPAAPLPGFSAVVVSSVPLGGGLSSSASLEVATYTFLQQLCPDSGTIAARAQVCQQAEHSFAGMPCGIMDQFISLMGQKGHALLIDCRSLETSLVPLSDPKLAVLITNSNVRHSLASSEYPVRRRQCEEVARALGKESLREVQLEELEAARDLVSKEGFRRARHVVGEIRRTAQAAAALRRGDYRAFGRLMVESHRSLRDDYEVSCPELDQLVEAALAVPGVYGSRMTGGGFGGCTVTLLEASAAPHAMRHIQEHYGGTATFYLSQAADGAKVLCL
#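 ATP-depletion format; final 35 uM ATP, 100 uM D-galactose, 5 nM enzyme; pH 8.0 HEPES/Mg2+ buffer; 60 min RT; luminescence read 10 min after detection reagent.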
# KCNH2 WT inh – qHTS for Inhibitors of KCHN2 3.1: Wildtype qHTS | hit rate 0.37% among 340,000 | activity change, % at 1.84 µM | U2OS, BacMam KCNH2, thallium flux FluxOr; active compounds read low | Voltage-gated inwardly rectifying potassium channel KCNH2 (Homo sapiens), Q12809;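 active = maximum activity change below -70%; inconclusive = maximum activity change between -70% and -50%; inactive = maximum activity change above -50%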; also: % is scaled to controls: 0 for no effect and ±100 for the full control effect
#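 U2OS cells were transduced with wild-type KCNH2 virus (2.03 x 10^8 / mL) for 4 h at room temperature, then cultured overnight at 37 C. Thallium flux was read with FluxOr dye. Rate constants were normalized to DMSO controls.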
# TSHR antagonist – Antagonists of the Thyroid Stimulating Hormone Receptor: HTS campaign | Thyrotropin receptor (Homo sapiens), P16473 | TSHR-expressing cells, TSH-stimulated cAMP HTRF, 2 h; active compounds read low | activity change, negative = inhibition, % at 11.5 µM | hit rate 0.2% among 330,000 | AID 504810, 2011;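 active = activity change below a set negative limit, meaning inhibition stronger than a set level, cut at about -70% in these data; inconclusive = activity change between two set negative limits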; also: % is scaled to controls: 0 for no effect and ±100 for the full control effect
#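 TSHR-expressing cells, 200/well, pre-treated with compound, then stimulated with EC80 TSH (4nM final) for 2 hours at 37 deg C. cAMP measured by competitive HTRF: anti-cAMP cryptate antibody in lysis buffer plus cAMP-d2, read after 30 minutes at room temperature.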
# Coupling enz – qHTS Assay for Inhibitors of Fructose-1,6-bisphosphate Aldolase from Giardia Lamblia: Coupling assay counterscreen | activity change, negative = inhibition, % at 58.2 µM, hits read low | hit rate 0.67% among 290,000 | coupling enzyme system counterscreen, AmpLite Red fluorescence; in the data active = activity change below about -30%; also: % is scaled to controls: 0 for no effect and ±100 for the full control effect
#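 First, compound is pin-transferred into glyceraldehyde-3-phosphate coupling-enzyme reagent at 57.5 uM final and held 10 min at RT. Next, substrate, coupling system and AmpLite Red are added. After 20 min RT, fluorescence (525/598 nm) is read.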
# Starred values were filed as active, the others as inactive; ? = inconclusive; . = no result given; [ ] = dose if it differs, or a comment. Unless noted, calls follow the shape of the dose curve; as a rule, active = well fitted curve in the direction sought with a large enough effect; inconclusive = small, poorly fitted or top-dose-only effect, or another doubt; inactive = no such curve, though single readings can be large; an effect the other way counts as inactive or inconclusive.
SMILES,CXXC DNA block,Chronic BCR inh,Tb PFK block,A-T KAP1 phos,Giardia kill,TCR act,GALK inhibitor,KCNH2 WT inh,TSHR antagonist,Coupling enz
O=C(NNC(=S)Nc1cccc(C(F)(F)F)c1)c1ccccc1Cl,1%,-3%,9%,-4%,5,7%[46.1 µM],1%,-5,4,1
Cc1ccc(C(=O)Nc2ccccc2C(=O)NCc2ccccc2)cc1,-1%,12%,8%,22%,1,-3%[46.1 µM],-2%,-16,-19,-5
Cc1ccc(N2C(=O)/C(=C/c3cccnc3)SC2=S)cc1,-15%,?,2%,3%,-3,-4%[46.1 µM],-1%,4,11,0
N#Cc1c(F)cccc1NCc1cccnc1,-10%,-1%,?,5%,-26,11%,4%,-18,3,0
COc1ccc(N2C(=O)CSC2c2ccc(F)c(F)c2)cc1 (configuration not stated),-16%,-3%,-30%,-2%,15,-4%,.,12,7,-3
CC(C)(C)c1ccc(C(=O)NNC(=O)CCC(=O)Nc2ccccc2)cc1,0%,5%,3%,13%,6,2%,-2%,-14,-2,.
CC(=O)Oc1ccc(C)cc1N1C(=O)c2ccc(C(=O)O)cc2C1=O,0%,-1%,3%,-17%,-8,-5%,0%,-4,9,6
CCCCOc1ccc(Cc2c(O)nc(SC)[nH]c2=O)cc1,-2%,7%,0%,-6%,7,.,-6%,-1,0,4
CC1SCC(NC(=O)c2cccc(Cl)c2)CS1 (configuration not stated),-14%,?,-17%,2%,5,-4%,-2%,0,6,1
CN(C)S(=O)(=O)N1CCC(Oc2ccc(C(=O)N3CCCCCCC3)cc2)CC1,-22%,-6%,0%,26%,1,-4%,2%,.,-5,.
Cc1ccc(C)c(SCC(=O)OCC(=O)N2CC(C)OC(C)C2)c1 (configuration not stated),-10%,2%,-7%,-6%,-22,.,10%,15,11,0
COc1ccc(N2C(=O)c3ccc(NC(C)=O)cc3C2=O)cc1,2%,-1%,-11%,6%,-10,-1%,-3%,11,-8,-1
CCOc1ccc(/C(O)=C2/C(=O)C(=O)N(CCN(CC)CC)C2c2cccs2)cc1 (configuration not stated),13%,4%,2%,3%,-28,-10%,-1%,-2,12,-3
Cc1ccc(C(=O)NC2CCCCNC2=O)cc1C (configuration not stated),-4%,?,-1%,2%,24,10%,2%,-12,-4,0
CN(c1ccccc1)S(=O)(=O)c1ccc(C(=O)OCC(=O)NCc2ccco2)cc1,9%,6%,-1%,.,-6,0%,-1%,4,-5,-1
Cc1nn(-c2ccccc2)c2sc(C(=O)NC3CC3)cc12,1%,15%,-3%,18%,1,-4%,-1%,-8,12,1
CC(C)OCCCNC(=O)C1CCN(S(=O)(=O)N2CCCCC2)CC1,-5%,2%,2%,-6%,-6,-2%,1%,-8,15,3
CCOc1ccc(N=CC2=C(O)CC(C)(C)CC2=O)cc1,-3%,?,-1%,4%,8,2%,10%,-5,-10,0
COc1cc(C(=O)Nc2cccc(-c3nc4cc(C)ccc4o3)c2C)cc(OC)c1OC,1%,6%,-6%,-1%,1,0%,8%,5,-10,-16
CC(C)Cc1nnc(NC(=O)CC(=O)Nc2ccccc2C(=O)O)s1,-11%,1%,2%,-2%,10,0%,0%,-4,7,12
O=C(Cn1ncc2c([nH]c3ccccc32)c1=O)NCCc1ccc(Cl)cc1,22%,-10%,-3%,7%,8,10%,10%,3,15,1
Clc1ccc(CNC2CCCC2)c(Cl)c1,10%,11%,-2%,4%,1,-3%,-3%,4,-1,1
CCOn1c(=O)c(-c2ccccc2)[n+]([O-])c2ccccc21,0%,6%,2%,-5%,6,1%,-1%,-6,4,-1
Cc1cc(N2CCOCC2)nc2cc(O)ccc12,-10%,1%,13%,5%,8,1%[46.1 µM],-1%,-10,-9,3
Cc1nnc2c(N(C)S(=O)(=O)c3ccccc3)nc3ccccc3n12,0%,-1%,0%,-7%,-4,0%,-1%,1,-11,.
# (more compounds)
SMILES,CXXC DNA block,Chronic BCR inh,Tb PFK block,A-T KAP1 phos,Giardia kill,TCR act,GALK inhibitor,KCNH2 WT inh,TSHR antagonist,Coupling enz
Cc1c(-c2cc(C(=O)O)no2)cnn1C,-4%,-2%,6%,5%,-8,-6%,1%,-3,-14,-1
O=C1CC(N2CCN(c3cccc(C(F)(F)F)c3)CC2)C(=O)N1c1ccc(F)cc1 (configuration not stated),-7%,?,0%,-15%,4,4%,4%,25,-4,-1
COc1ccc(N2CCN(C(=O)COCC(=O)O)CC2)cc1,3%,4%,-2%,15%,-11,-2%,3%,-3,4,3
CC(=O)Nc1ccc(S(=O)(=O)NCCC(=O)OCC(=O)N2CCN(C(=O)c3ccco3)CC2)cc1,13%,4%,?,0%,-6,-4%,4%,5,-9,.
O=C(Nc1ccccc1Cl)C1CC(=O)n2c(nc3ccccc32)N1 (configuration not stated),17%,8%,-1%,2%,.,.,12%,.,-7,1
COc1ccc(C(CCN)c2ccc3c(c2)OCO3)cc1 (configuration not stated),9%,?,4%,54%,-11,-2%,.,8,-2,-2
Cc1ccc(/C=C2\SC(=S)N(CCC(=O)NNC(=O)c3ccccc3O)C2=O)cc1,-16%,?,-7%,-1%,3,2%,7%,-1,-13,-1
Cc1ccc(CNC(=O)Cn2c(=O)c3sccc3n(Cc3ccc([N+](=O)[O-])cc3)c2=O)cc1,8%,-1%,0%,-24%,24,6%[46.1 µM],1%,-5,-7,3
Cc1ccc(-c2cc(C(F)F)n3ncc(C(=O)N4CCN(c5cccc(C)c5C)CC4)c3n2)cc1,3%,.,.,.,4,-3%,0%,8,.,-1
Nc1nc2n[nH]nc2c(=O)[nH]1,.,.,.,.,-6,7%,.,14,.,-3
Cc1ccc(Nc2nc3ccc(Cl)cc3n3cnnc23)cc1F,85%[activator],?,3%,-5%,44[activator],-2%,.,-127*,-8,0
N#CC1=C(N)Oc2c(ccc3ccccc23)C1c1ccsc1 (configuration not stated),3%,-5%,0%,0%,-6,-1%,-3%,8,1,-28
CCOc1ccc(NC(=O)CNc2ccc(C)cc2Cl)cc1,30%[activator],12%,-5%,-5%,0,0%,1%,-1,9,2
CCOC(=O)CNC(=O)C(CC(N)=O)NC(=O)OC(C)(C)C (configuration not stated),-15%,1%,-3%,0%,-11,-4%,.,16,3,1
CC(=O)N1CC[n+]2c(-c3ccc(Cl)cc3)csc21,5%,-12%,-25%,-2%,-10,0%,.,-23,-3,1
CSc1nnc2c(n1)c(C)nn2-c1ccc(C)cc1,0%,-1%,4%,2%,-2,-10%[46.1 µM],1%,-1,35,-1
CNC(=O)C1CC(=O)N(Cc2ccc3c(c2)OCO3)C(=Nc2ccc(F)cc2)S1 (configuration not stated),0%,-2%,0%,0%,-12,-12%,4%,-11,-3,-3
C/C(=N\Nc1ccc(C(=O)O)cc1)c1ccc(-n2ccnc2)cc1,5%,?,-3%,-5%,7,-90%,12%,-5,8,2
Cc1ccc(CN2CCN(/N=C/c3ccc(C(F)(F)F)cc3)CC2)c(C)c1,8%,6%,-3%,2%,30,-1%[46.1 µM],0%,17,-2,-5
CCCN1CCN(CC(O)COC(c2ccc(OC)cc2)c2ccc(OC)cc2)CC1 (configuration not stated),6%,-1%,7%,-3%,-19,8%,.,14,12,-2
C=CCn1c(Br)nc2c1c(=O)n(C)c(=O)n2C,1%,2%,-2%,-4%,4,-1%,5%,-20,-10,3
Cc1ccc(NC(=O)C(C)Sc2nnc(C)n2C2CC2)cc1S(=O)(=O)N1CCOCC1 (configuration not stated),.,?,-6%,-4%,-6,-5%,.,-1,1,.
O=C(Nc1cccc(S(=O)(=O)N2CCCC2)c1)c1ccco1,.,-4%,-4%,2%,-22,-3%,.,2,.,.
COCC(=O)Nc1nc2n(n1)C(c1ccccc1Cl)CC(c1ccc(OC)cc1)N2 (configuration not stated),-2%,-5%,0%,-1%,9,-2%,0%,-2,-8,2
O=[N+]([O-])c1cccc(NN=Nc2ccccc2)c1,-1%,?,0%,1%,-3,-3%,-2%,-1,-10,-3
Cc1csc(=O)n1CC(=O)OCC(=O)Nc1ccc(C(N)=O)cc1,.,0%,3%,8%,-23,-2%,.,7,2,.
